Screening data from PubChem BioAssay.
Vif imaging – blocks HIV Vif function; 340,000 tested, 0.35% active; HEK293T cells, Vif self-association by quenched fluorescence, imaging, 24 h; inhibition, % at 7.49 µM; AID 602346; in the data active means inhibition above about 50%, passing the limit was not always enough; inconclusive means no clear call, values can overlap the other calls; inactive means below about 31%; further: some results filed as inactive read as strong as hits
Exocytosis inh – blocks lytic granule exocytosis. TALL-104 LAMP-1 surface exposure, flow cytometry; cells stimulated with thapsigargin and PMA. inhibition, % at 10 µM. 360,000 tested, 0.66% active;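 active means inhibition above about 55%, limit read from the data; inconclusive means no clear call, values can overlap the other calls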
NR2E3 ag-1 – human photoreceptor-specific nuclear receptor agonism | inhibition of corepressor binding, % at 3.98 µM | CHO-S Gal4-NCOR/VP16-NR2E3 two-hybrid, luciferase | AID 602229 | 360,000 tested, 0.35% active;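 active means inhibition above the mean of all tested compounds plus 3 SD, cut at about 70% in these data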;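 further: 0% = DMSO with NR2E3 transfected cells and 100% = cells lacking NR2E3 construct; higher means lower luciferase signal from less NR2E3 corepressor binding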
Target sequence (Q9Y5X4 whole entry, looked up, the tested form may be a part): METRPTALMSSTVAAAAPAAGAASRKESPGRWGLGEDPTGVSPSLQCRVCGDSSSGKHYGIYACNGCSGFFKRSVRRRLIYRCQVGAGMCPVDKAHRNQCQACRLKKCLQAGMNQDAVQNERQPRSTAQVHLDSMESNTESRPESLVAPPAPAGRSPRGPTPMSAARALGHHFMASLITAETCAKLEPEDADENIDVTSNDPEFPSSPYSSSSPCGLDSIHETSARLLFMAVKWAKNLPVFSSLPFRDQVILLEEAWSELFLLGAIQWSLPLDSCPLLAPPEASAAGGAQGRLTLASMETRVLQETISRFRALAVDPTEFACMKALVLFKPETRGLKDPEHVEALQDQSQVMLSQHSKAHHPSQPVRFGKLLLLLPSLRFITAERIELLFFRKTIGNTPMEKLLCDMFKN
TRPM1 prom inh – reduces MITF-dependent TRPM1 promoter luciferase signal | AID 488899 | SK-MEL-5 TRPM1 promoter luciferase, 24 h | inhibition, % at 12.5 µM | 330,000 tested, 0.83% active;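 active means mean inhibition across replicates of 60% or more, whatever share of single replicates reaches that level; inconclusive means some that reach 60%, reason not given; inactive means mean inhibition across replicates below 60%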; further: values of inactives mirror those of a sister screen read the other way
CaV13 ICDI inh – Primary screen for inhibitors of IQ motif and Ca2+-dependent inactivation inhibitor domain binding in CACNA1D, Förster resonance energy transfer in living cells, …; 340,000 tested, 0.098% active; inhibition, % at 12.3 µM; HEK cells, CFP/YFP FRET ICDI-IQ, plate reader, 10 min; percent FRET-ratio fall versus neutral wells;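 active means mean replicate inhibition of at least 30% and at least 1% of replicates passing that level; inconclusive means only one of the two criteria is met; inactive means neither criterion is met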;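 further: 0% = median of the neutral control wells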
NR2E3 ag-2 – NR2E3 (human) agonism; AID 2300; GST-NR2E3/biotin-RetCOR TR-FRET, 1536-well; 320,000 tested, 0.12% active; inhibition of corepressor binding, % at 4.78 µM; Q9Y5X4;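 active means percent inhibition above the cutoff of mean plus 3 SD of all tested compounds, set per screening campaign, cut at about 20% in these data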;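 further: 0% = DMSO wells and 100% = biotin wells as full block of FRET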
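Material: NR2E3–RetCOR corepressor complex | Quantity: 1.35 nM GST-tagged NR2E3 final | Schedule: 5 h at 4 °C | Replication: Singlicate compound wells | Reagent: RetCOR corepressor, biotinylated, 7 nM | Controls: Biotin wells as high control, 0.6% DMSO wells as low control | Signal: TR-FRET, Eu(K)-anti-GST donor, streptavidin-D2 acceptor, ex 340, em 617/671 nm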
PDI turbidity – blocks human protein disulfide isomerase activity | P07237 | PDI insulin aggregation turbidity, A650, 90 min | inhibition, % at 10 µM | 350,000 tested, 0.052% active;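 active means mean inhibition across replicates of 30% or more, whatever share of single replicates reach that level; inconclusive means mean inhibition below 30% while every single replicate reaches 30%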;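 further: absorbance from insulin aggregation driven by PDI reduction with DTT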
Target sequence (P07237 whole entry, looked up): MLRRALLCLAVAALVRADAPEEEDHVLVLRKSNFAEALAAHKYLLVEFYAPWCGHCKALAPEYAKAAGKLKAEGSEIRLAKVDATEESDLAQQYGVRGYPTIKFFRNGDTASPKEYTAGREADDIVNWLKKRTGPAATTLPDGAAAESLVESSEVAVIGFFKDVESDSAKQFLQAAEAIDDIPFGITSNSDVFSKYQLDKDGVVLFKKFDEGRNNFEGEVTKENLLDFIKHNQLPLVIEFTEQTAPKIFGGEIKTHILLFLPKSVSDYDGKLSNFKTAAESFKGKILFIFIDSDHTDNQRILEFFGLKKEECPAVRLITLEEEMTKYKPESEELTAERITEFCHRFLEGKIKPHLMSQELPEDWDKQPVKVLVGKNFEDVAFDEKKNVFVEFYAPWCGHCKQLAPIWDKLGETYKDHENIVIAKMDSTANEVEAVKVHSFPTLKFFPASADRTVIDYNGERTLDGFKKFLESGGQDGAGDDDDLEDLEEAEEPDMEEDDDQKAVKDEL
aDG glyco up – increases alpha dystroglycan glycosylation. Pro5-aDG cells, alpha-DG glycosylation AlphaScreen (IIH6); 0% Pro5, 100% B10-LARGE cell signal. activation, % at 10 µM. 360,000 tested, 0.22% active. AID 624168;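 active means activation of at least 8% versus controls, or a plate z-score of at least 8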;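 further: Pro5 are CHO cells carrying HIG-tagged alpha-DG that lacks glycosylation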
HIF-2a block – HIF-2a inhibition; 786-0 RCC cells HIF-2a reporter, luciferase luminescence, overnight; inhibition, % at 18.8 µM; 360,000 tested, 0.72% active;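 active means inhibition of the luminescence signal of 40% or more relative to plate controls, in a single-dose primary screen at 18.75 µM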
hiPSC survival – enhancers of human iPSC single-cell survival. hiPSC single-cell survival, ATPlite luminescence; 100% = ROCK inhibitor wells, 0% = DMSO. survival enhancement, % at 20 µM. 360,000 tested, 0.044% active; in the data active means survival enhancement above about 18%;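 further: cells exposed to compounds for 16 hours before the ATP read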
Peg3 prom inh – Peg3 promoter activity inhibition. HeLa PEG-Prom luciferase reporter, luminescence, overnight. AID 588405. inhibition, % at 20 µM. 360,000 tested, 1.7% active;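 active means inhibition of at least 50% at 20 µM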
Numbers without * were called inactive; ? = inconclusive; . = not tested or not shown; & = joins results of further samples.

SMILES | Vif imaging | Exocytosis inh | NR2E3 ag-1 | TRPM1 prom inh | CaV13 ICDI inh | NR2E3 ag-2 | PDI turbidity | aDG glyco up | HIF-2a block | hiPSC survival | Peg3 prom inh
COc1ccccc1N1CCN(C(=O)Nc2ccc(F)c(Cl)c2)CC1 | 4 | -2 | -44 | -20 | -4 | 5 | -76 | 0.2 | -64 | 1.9 | -18
Cn1cc(CCC(=O)NCCCc2ccccc2)c2ccccc21 | 2 | 4 | 7 | 3 | -4 | -1 | 9 | -0.1 | 4 | 0.0 | -1
O=C(CCC(=O)N/N=C/c1ccc(Br)o1)N/N=C/c1ccc(Br)o1 | 0 | -2 | -14 | -9 | -3 | 3 | -7 | 0.0 | 1 | 0.5 | 4
CCOc1ccc(/C=C2\SC(=S)N(N3C(=O)C4CC4C3=O)C2=O)cc1 (configuration not stated) | -3 | ? | -14 | 5 | -10 | 1 | 6 | -0.4 | 5 | 0.4 | 6
Cc1ccc(CN2CCC(C)(Oc3ccc(Cl)cc3)C2)cc1 (configuration not stated) | 8 | 0 | 5 | . | -5 | . | -31 | 0.5 | -7 | 0.8 | 4
C[N+]1(C2CCC3CCCC2C3O)CCCCC1 (configuration not stated) | -1 | 2 | -4 | 2 | -7 | 0 | -14 | -0.4 | 14 | 4.1 | 2
CC(C)NC(=O)C(C)Oc1ccc(S(=O)(=O)NCc2ccc3c(c2)OCO3)cc1 (configuration not stated) | -1 | -1 | 3 | -4 | -5 | -4 | -6 | -0.1 | 11 | 2.4 | 1
CCOC(=O)Cc1nnn(CC(=O)OCC)n1 | 3 | -5 | 11 | 1 | . | -4 | -2 | 0.0 | -1 | 1.3 | -4
Cc1nc2scc(C)n2c(=O)c1S(=O)(=O)NC(C)c1ccccc1 (configuration not stated) | -4 | -2 | -3 | 4 | -16 | 5 | 3 | -0.4 | 5 | -0.1 | 8
O=C(N/N=C/c1cc2c(cc1Cl)OCO2)c1cccc(Br)c1 | -10 | 38 | -15 | -24 | -5 | 2 | -3 | 1.8 | -59 | 0.7 | -25
C=CCNc1nc(N)c([N+](=O)[O-])c(NCc2ccccc2)n1 | -12 | -11 | -1 | 6 | . | -1 | -1 | -0.1 | -22 | -0.3 | 23
COc1cc(/C=C2\SC(=N)N(c3ccc(F)cc3)C2=O)ccc1O | -3 | 5 | -69 | -11 | -6 | 0 | 6 | -0.3 | 19 | -0.5 | 42
CCCCOCCCNC(=O)C1CCCCC1 | -5 | 4 | 0 | 5 | -7 | 2 | 1 | 0.0 | -2 | -1.0 | -1
CCOc1ccccc1/C=N/NC(=O)CNC(=O)c1ccc(S(=O)(=O)N2CCOCC2)cc1 | -9 | -3 | -18 | 10 | -3 | -2 | 5 | 0.1 | 14 | -0.9 | 0
C/C=C/C=C/C(=O)O | 3 | 12 | 0 | 4 | . | 2 | . | 0.1 | 6 | 1.8 | 6
CCCOc1ccc(OCCOCCN2CCc3ccccc3C2)cc1 | -12 | -5 | -7 | -4 | -3 | 1 | -6 | 0.4 | -11 | 1.1 | -11
CCOC(=O)c1ccc(-n2c(=O)[nH]c3ccccc3c2=O)cc1 | 29 | -3 | -12 | -11 | -2 | 1 | -2 | -0.1 | -62 | 0.5 | -9
Cc1cc(C)c(C#N)c(Oc2ccc(F)cc2)n1 | 12 | 8 | 9 | 3 | -5 | 2 | 5 | 0.1 | 9 | 7.9 | 0
O=C(Nc1ccc(F)cc1)N(Cc1cccs1)Cc1cc2cc3c(cc2[nH]c1=O)OCO3 | -25 | -2 | -3 | -5 | -4 | -2 | 5 | 0.5 | 23 | 2.1 | 43
NC(=O)c1ccc(NC(=O)CN2CCOCC2)cc1 | 3 | -6 | -1 | 9 | -2 | 0 | -6 | 0.1 | 15 | 0.0 | -3
COc1cc(/C=N/NC(=O)c2cccnc2)ccc1OC(=O)c1ccc([N+](=O)[O-])cc1 | 5 | 76* | 16 | 11 | -4 | -5 | 0 | -0.2 | 13 | 0.5 | 4
Cc1cc(OCC(=O)NC2CCN(Cc3ccccc3)CC2)c2c(C)cc(=O)oc2c1 | 8 | ? | 6 | 1 | -6 | 2 | -3 | -0.4 | 8 | -0.6 | 8
C[c-]1[c-](C)[c-](C)[c-](C)[c-]1C.[Fe].c1cc2nccc(N3CCCC3)[c-]2c1 (configuration not stated) | 6 | -4&-5 | -2&-17 | 44&18 | -9&-6 | 4&1 | 0&-1 | 0.2&0.5 | -2&4 | -0.6&2.0 | -9&2
COC(C(=O)N/N=C(\C)c1ccc(O)cc1)c1ccccc1 (configuration not stated) | 2 | -4 | -22 | -9 | -2 | -1 | 1 | 0.0 | 10 | 0.9 | 2
CCCOC(c1ccccc1)(c1ccccc1)C(Oc1nc(C)cc(C)n1)C(=O)O (configuration not stated) | 14 | 14 | 3 | 9 | -9 | 1 | 3 | -0.1 | 3 | -0.3 | 11

Given with two lines to a compound: part of the list above.
Each structure is followed by: Vif imaging	Exocytosis inh	NR2E3 ag-1	TRPM1 prom inh	CaV13 ICDI inh	NR2E3 ag-2	PDI turbidity	aDG glyco up	HIF-2a block	hiPSC survival	Peg3 prom inh
O=C(CCC(=O)N/N=C/c1ccc(Br)o1)N/N=C/c1ccc(Br)o1
  0	-2	-14	-9	-3	3	-7	0.0	1	0.5	4
CCOc1ccc(/C=C2\SC(=S)N(N3C(=O)C4CC4C3=O)C2=O)cc1 (configuration not stated)
  -3	?	-14	5	-10	1	6	-0.4	5	0.4	6
Cc1ccc(CN2CCC(C)(Oc3ccc(Cl)cc3)C2)cc1 (configuration not stated)
  8	0	5	.	-5	.	-31	0.5	-7	0.8	4
C[N+]1(C2CCC3CCCC2C3O)CCCCC1 (configuration not stated)
  -1	2	-4	2	-7	0	-14	-0.4	14	4.1	2
CC(C)NC(=O)C(C)Oc1ccc(S(=O)(=O)NCc2ccc3c(c2)OCO3)cc1 (configuration not stated)
  -1	-1	3	-4	-5	-4	-6	-0.1	11	2.4	1
CCOC(=O)Cc1nnn(CC(=O)OCC)n1
  3	-5	11	1	.	-4	-2	0.0	-1	1.3	-4
Cc1nc2scc(C)n2c(=O)c1S(=O)(=O)NC(C)c1ccccc1 (configuration not stated)
  -4	-2	-3	4	-16	5	3	-0.4	5	-0.1	8
O=C(N/N=C/c1cc2c(cc1Cl)OCO2)c1cccc(Br)c1
  -10	38	-15	-24	-5	2	-3	1.8	-59	0.7	-25
C=CCNc1nc(N)c([N+](=O)[O-])c(NCc2ccccc2)n1
  -12	-11	-1	6	.	-1	-1	-0.1	-22	-0.3	23
COc1cc(/C=C2\SC(=N)N(c3ccc(F)cc3)C2=O)ccc1O
  -3	5	-69	-11	-6	0	6	-0.3	19	-0.5	42

Next entries
SMILES | Vif imaging | Exocytosis inh | NR2E3 ag-1 | TRPM1 prom inh | CaV13 ICDI inh | NR2E3 ag-2 | PDI turbidity | aDG glyco up | HIF-2a block | hiPSC survival | Peg3 prom inh
CC(=O)Oc1ccc(NC(=O)C2CCCCC2)c(C(=O)O)c1 | 17 | 2 | 10 | 7 | -5 | -3 | 11 | 0.2 | 9 | -0.5 | 22
Cc1ccc(NC(=S)c2ccncc2)c(C)c1 | -7 | -4 | 37 | -3 | -2 | 1 | -1 | -0.1 | -4 | -0.1 | -4
Cc1ccc(-n2nc(-c3ccccc3)cc2Nc2ccccc2N)cc1 | 15 | -1 | -5 | -11 | -3 | -2 | -3 | -0.2 | 8 | 3.1 | 3
CC1=NN(c2cccc(Cl)c2)C(=O)C1 | -6 | 12 | -11 | 9 | -2 | 9 | 9 | 0.3 | -7 | -0.5 | 5
COC(=O)C1=C(N)OC2=C(C(=O)CC(C)(C)C2)C1c1cc2c(cc1Cl)OCO2 (configuration not stated) | -6 | 3 | 2 | -3 | 12 | 3 | -3 | 0.3 | 23 | 0.8 | 7
COc1cc(OC)cc(C(=O)NC2CCN(CCCOc3ccccc3)CC2)c1 | -4 | 14 | -7 | 4 | -12 | 1 | -1 | 0.0 | 14 | 5.7 | 7
Cc1ccc(-c2cc(-c3ccccc3)no2)c(O)c1 | -2 | 2 | -119 | 10 | -4 | -4 | -1 | 0.7 | -68 | -2.6 | -101
CCOc1ccc2cc(C(=O)NCc3ccccc3)c(=N)oc2c1 | -11 | 1 | -37 | -8 | -5 | -1 | 3 | -0.1 | -93 | -0.5 | -239
Cc1cc(F)ccc1S(=O)(=O)N1CCCOC1CNC(=O)C(=O)NCCN1CCOCC1 (configuration not stated) | 8 | 1 | 1 | -17 | . | 4 | 13 | -0.1 | 9 | -0.2 | 5
COc1ccccc1CNC(=O)C1CCN(S(=O)(=O)c2ccc3c(c2)C(C)(C)C(=O)N3C)CC1 | 3 | 5 | -24 | 4 | -6 | -1 | -1 | -0.1 | 12 | -0.9 | 8
Cc1cc2c([nH]c3ccccc32)c2c1OC(C)(C)C=C2 | -6 | 0 | -86 | -86 | . | -1 | . | -0.2 | -281 | 2.4 | -390
CCOC(=O)c1ccc(CC2SC(N)=NC2=O)cc1 (configuration not stated) | -10 | 5 | -15 | -3 | -3 | 0 | 2 | 0.0 | -1 | -0.5 | -11
COc1ccccc1C(=O)N/C(=C\c1cn(S(=O)(=O)N(C)C)c2ccccc12)C(=O)N1CCOCC1 | -3 | 3 | -10 | 9 | -2 | 5 | -13 | -0.4 | 10 | -0.3 | 3
Nc1ccc(Cl)c(S(=O)(=O)Nc2cccc(Cl)c2)c1 | -19 | 6 | 0 | 14 | -4 | 3 | -5 | 0.4 | 8 | 0.3 | 7
CCOc1cccc2sc(N(CCCN(C)C)C(=O)Cc3ccccc3)nc12 | -2 | 11 | 4 | 13 | -3 | 2 | 9 | -0.2 | 13 | -0.2 | -32
O=C(O)c1ccccc1NS(=O)(=O)c1cccc(-n2sc3ccccc3c2=O)c1 | 3 | 22 | -46 | 10 | -3 | 4 | -19 | -0.2 | 16 | -0.4 | 42
CN(c1ccccc1)S(=O)(=O)c1ccc(NC(=O)C2CC2)cc1 | 12 | 1 | -18 | -2 | -9 | 1 | 2 | -0.1 | -1 | 0.5 | 13
CCCCC[C@@H]1CCCCC[C@@H](O)C[C@@H](O)[C@H](O)/C=C/C(=O)O1 | . | -4 | 6 | . | -7 | . | . | -0.1 | 11 | 0.3 | .

Two entries from above, with tabs.
compound	Vif imaging	Exocytosis inh	NR2E3 ag-1	TRPM1 prom inh	CaV13 ICDI inh	NR2E3 ag-2	PDI turbidity	aDG glyco up	HIF-2a block	hiPSC survival	Peg3 prom inh
CCCOc1ccc(OCCOCCN2CCc3ccccc3C2)cc1	-12	-5	-7	-4	-3	1	-6	0.4	-11	1.1	-11
CCOC(=O)c1ccc(-n2c(=O)[nH]c3ccccc3c2=O)cc1	29	-3	-12	-11	-2	1	-2	-0.1	-62	0.5	-9
